# Source: PubChem BioAssay (National Center for Advancing Translational Sciences (NCATS))
# N370S GC: inhibits or activates N370S mutant glucocerebrosidase. P04062. N370S GC spleen homogenate, 4MU-glucoside fluorescence. Potency, µM (highest dose often 59.4 µM), inactives show top-dose activity change, negative = inhibition, most hits filed as inhibitors. hit rate 0.092% among 330,000. AID 2101;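 also: 0% = full enzyme activity and -100% = no enzyme basal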
# TDP1 block: TDP1 (human) enzyme inhibition; recombinant TDP1, AlphaScreen DNA substrate cleavage; hit rate 0.28% among 350,000; Q9NUW8; Potency, µM (highest dose often 130 µM), inactives show at the highest dose activity change, negative = inhibition, most hits filed as inhibitors; also: nearly all actives have a fitted effect of over 40% in size
# Target sequence (Q9NUW8 whole entry, looked up): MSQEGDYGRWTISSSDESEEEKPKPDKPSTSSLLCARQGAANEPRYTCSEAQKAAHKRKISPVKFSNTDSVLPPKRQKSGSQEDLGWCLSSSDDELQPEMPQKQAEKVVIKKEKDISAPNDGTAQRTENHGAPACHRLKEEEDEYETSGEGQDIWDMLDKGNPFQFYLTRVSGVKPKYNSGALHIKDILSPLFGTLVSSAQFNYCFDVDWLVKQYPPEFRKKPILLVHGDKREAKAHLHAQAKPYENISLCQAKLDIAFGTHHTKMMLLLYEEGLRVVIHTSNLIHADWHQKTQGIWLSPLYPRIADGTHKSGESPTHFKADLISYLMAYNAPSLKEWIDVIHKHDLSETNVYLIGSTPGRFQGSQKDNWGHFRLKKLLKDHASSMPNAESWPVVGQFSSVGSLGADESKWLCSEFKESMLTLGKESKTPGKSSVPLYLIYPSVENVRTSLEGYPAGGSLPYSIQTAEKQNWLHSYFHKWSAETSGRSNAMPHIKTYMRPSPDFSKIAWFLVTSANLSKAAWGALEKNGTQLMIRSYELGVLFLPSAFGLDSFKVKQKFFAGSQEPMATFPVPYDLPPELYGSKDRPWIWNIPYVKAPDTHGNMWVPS
#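 Here, a 5' biotin and 3' phosphotyrosine-FITC DNA oligonucleotide reports Tdp1 activity: intact substrate bridges AlphaScreen beads, while cleavage leaves a 3' phosphate and drops signal. All incubations at room temperature.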
# TDP1 cell noCPT: qHTS for Inhibitors of human tyrosyl-DNA phosphodiesterase 1 (TDP1): qHTS in cells in absence of CPT; AID 686978, 2013; Potency, µM (series often up to 46.2 µM), for the others: top-dose activity change, negative = growth inhibition, usual class: inhibitors; DT40 Tdp1-/- hTDP1 cells, no CPT, ATP luminescence, 48 h; hit rate 15% among 420,000; also: nearly all actives have a fitted effect of over 55% in size
#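 Chicken DT40 Tdp1-/- cells complemented with human TDP1, screened without camptothecin (DMSO vehicle only), 400 cells/well. Compounds pin-transferred, cells incubated at 37 °C for at least 48 hr. Growth read as ATP-dependent luminescence (CellTiter-Glo, 30 min at RT).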
# * hit, by the source's call; ? = inconclusive; · = not tested or not shown; & = joins results of further samples; [ ] = remark or other dose. Calls follow the shape of the dose curve; as a rule, active = well fitted curve in the direction sought with a large enough effect; inconclusive = small, poorly fitted or top-dose-only effect, or another doubt; inactive = no such curve, though single readings can be large; an effect the other way counts as inactive or inconclusive. Unless noted, % is scaled to controls: 0 for no effect and ±100 for the full control effect; potency is read from the fitted curve at half-maximal effect. These rows are one share of the data; count on the stated rates, not on these rows.
molecule | N370S GC | TDP1 block | TDP1 cell noCPT
Cc1ccccc1Nc1nc(N)nc(CSc2nnnn2C)n1 | -7% | 3% | 14%
CCOc1ccc(NC(=O)N2CCN(CC)CC2)cc1 | 0% | 8% | 10%
COCCn1c(SCC(=O)N2CCCC(C)C2)nnc1-c1ccco1 (configuration not stated) | 1% | · | -15%
CN(Cc1ccccc1)C(=O)CN(C)S(=O)(=O)c1ccc(F)cc1 | 3% | · | 20%
CC(C)c1ccc(OCC(=O)NCc2n[nH]c(=O)c3ccccc23)cc1 | 2% | 40µM* | ?
CCC(C)(C)NC(=O)C(c1ccc(OC)cc1)N(CC1CCCO1)C(=O)CCC(=O)Nc1cc(C)on1 (configuration not stated) | -3% | 2% | -15%
COC(=O)c1ccccc1NC(=S)N1CCN(C2CCCCC2)CC1 | -11% | 1% | -15%
CCC(C(=O)O)C1CCC(C)C(C(C)C(O)C(C)C(=O)C(CC)C2OC3(C=CC(O)[C@@]4(CC[C@](C)(C5CC[C@@](O)(CC)C(C)O5)O4)O3)C(C)CC2C)O1 (some centres not stated) | -2% | 3%[56.1 µM] | ·
c1ccc2ccccc2c1 | -13% | -3%&4%&6% | -2%&-11%
COc1cc(NC(=O)NCCn2nnc3cc(S(=O)(=O)N(C)C)ccc32)cc(OC)c1 | · | 6% | -3%
CCCCCCc1cc2cc(-c3nnc(-c4cc(OC)c(OC)c(OC)c4)o3)c(=O)oc2cc1O | 6% | 5% | 23µM*
Cc1cc(C)n(C(=O)CCCn2nc(C)c([N+](=O)[O-])c2C)n1 | 1% | -3% | 15%
COc1ccc(C(CCN2CCN(c3ccccc3)CC2)c2c(O)cc(OC)cc2OC)cc1 (configuration not stated) | -17%&-16% | 20%&9% | 21µM*
CCc1ccc2oc(C(=O)Nc3ccc(S(N)(=O)=O)cc3)c(C)c2c1 | 9% | 8% | -9%
COc1cccc(N2CCN(S(=O)(=O)c3cccc4cccnc34)CC2)c1 | 1% | 6% | ?
COc1cc(/C=N/Nc2nc(Nc3ccccc3)nc(-n3nc(C)cc3C)n2)cc(OC)c1OC | 8% | 5% | 18µM*
COc1ccc(-c2c(C)nc(N)nc2-c2ccc(OC)cc2O)cc1 | 3% | · | -25%
O=C(CCn1c(=O)c2cccn2c2cccnc21)N1CCN(c2ccccc2)CC1 | · | 5% | ?
Cc1cc(Cl)ccc1OCC(O)CN1C(C)CCCC1C (configuration not stated) | -5% | 3% | ·
CCOc1cccc(C(=O)Nc2c(C(=O)c3ccc(OC)cc3)oc3ccccc23)c1 | · | 1% | 15%
CC(Nc1nc2ncn(Cc3ccccc3)c2c(=O)[nH]1)C(=O)O (configuration not stated) | 8% | 4% | 3%
CC(C)CN(C(=O)Cn1nnc(-c2ccc(F)cc2)n1)C1CCS(=O)(=O)C1 (configuration not stated) | 1% | · | -7%
CC(=O)c1cc2c(cc1NC(=O)C1CC=CCC1C(=O)O)OCO2 (configuration not stated) | -5% | 0% | ?
CC1=C(C(=O)OCc2ccccc2)C(c2cccc([N+](=O)[O-])c2)NC(=O)N1 (configuration not stated) | -8% | · | 18µM*
O=[N+]([O-])c1ccc(OCCN2CCCCCC2)cc1 | -1% | · | -13%
Cc1ccc(C(=O)c2cn(Cc3ccc(F)cc3)c3nc(C)ccc3c2=O)cc1 | · | -3% | 23µM*
CCOC(=O)C(=CNc1cc(C(F)(F)F)ccc1N1CCOCC1)C(=O)OCC | 28% | 6% | 16µM*
CCCCC/C=C\C/C=C\C/C=C\C/C=C\CCCCCC(N)=O | -6% | 6% | ·
CC(=O)N1N=C(c2ccc(Cl)cc2)OC12CCCC2 | 4% | 6% | 2%
Cn1c(SCc2nc3ccccc3[nH]2)nnc1-c1cnccn1 | -7% | 10% | 1%
N#Cc1cccc(CS(=O)(=O)c2nnnn2-c2cc(C(F)(F)F)cc(C(F)(F)F)c2)c1 | 9% | 5% | ·
CCCNC(=O)c1cn(CC)c2cc(N3CCN(C(=O)c4ccco4)CC3)c(F)cc2c1=O | 0% | 4% | 21µM*
O=C(Nc1ccc(F)c(F)c1)c1ccc(-n2cncn2)c([N+](=O)[O-])c1 | · | 0% | ?
COc1cc([N+](=O)[O-])ccc1-c1ccc(/C=N\n2cnnc2)o1 | -9% | · | 1.8µM*
CCOc1ccc(C(=O)NC2CC(=O)N(c3ccc4c(c3)OCCO4)C2)cc1 (configuration not stated) | -15% | · | 6%
Clc1cccc(Cl)c1-c1nnc2ccc(N3CCOCC3)nn12 | 0% | 3% | ?
Cc1cccc(-n2cc3c(=O)n(C)c(=O)n(C)c3c2)c1 | 8% | 3% | -12%
Cc1ccc(NC(=O)Nc2sc3nc4n(c(=O)c3c2C)CCC(C)CC4)c(Cl)c1 (configuration not stated) | · | -2% | 12µM*
CCc1ccc(NC(=O)C(C)OC(=O)CC(NC(C)=O)c2ccccc2)cc1 (configuration not stated) | -3% | 7% | ?
C/C(=N\NC(=O)c1csc(C)c1C)c1ccco1 | -8% | 0% | 21µM*
Cc1ccc2c(c1)c1c(n2CC(O)Cn2c(C)nc3ccccc32)CCCC1 (configuration not stated) | -25% | 7% | ?
Cc1cc(C)n2nc(NCc3ccccc3)nc2n1 | 23% | -1% | -1%
Cc1cc[n+](-c2[nH]c(=O)sc2/C=N/N=C(\[O-])CCn2c3ccccc3c3ccccc32)cc1 | -11% | 5% | 16%
Cc1ccc(CSc2n[nH]c(N)n2)cc1 | 1% | 0% | 16%
COc1cccc(C2c3c(oc4ccccc4c3=O)C(=O)N2c2ccccn2)c1 (configuration not stated) | 4% | 3% | -26%

# Some entries already given, showing only N370S GC and TDP1 block:
mol,N370S GC,TDP1 block
Cc1ccc(CSc2n[nH]c(N)n2)cc1,1%,0%
COc1cc([N+](=O)[O-])ccc1-c1ccc(/C=N\n2cnnc2)o1,-9%,·

# Next part
molecule | N370S GC | TDP1 block | TDP1 cell noCPT
COC(=O)C1=C(c2ccccc2)c2ccccc2S(=O)(=O)N1CC(=O)Nc1ccccc1Cl | · | -2% | ?
O=C(NC1CCCCC1)C(c1cccnc1)N(C(=O)CCl)c1cccc(Cl)c1 (configuration not stated) | -17% | 5% | 2.1µM*
Cc1ccc(-c2nc(CCNC(=O)C(=O)Nc3ccc(C)cc3C)cs2)cc1 | · | 0% | -20%
Cc1ccc(S(=O)(=O)N2CCC(=O)N(C(COCc3cccc(Cl)c3)Cc3ccccc3)CC2)cc1 (configuration not stated) | 4% | 0% | 18µM*
COCCCNC(=O)c1oc2c(c1C)-c1nn(Cc3ccc(Cl)cc3)cc1CC2 | · | 3% | 18µM*
CC(=O)N1CCc2cc(S(=O)(=O)CCC(=O)Nc3ccc(C)cc3Br)ccc21 | · | 5% | ?
CCOc1cccc(-c2nnc3sc(COc4ccccc4)nn23)c1 | 15% | 1% | 1%
COc1ccccc1CNC(=O)CCCn1c(=O)c2cccn2c2ccccc21 | · | 0% | 29µM*
COc1ccc(NC(=O)c2cccc(OC(=S)N3CCOCC3)c2)cc1 | 1% | 6% | ?
CCOC(=O)CSc1nc(C)c(Oc2ccc(Cl)cc2Cl)c(=O)[nH]1 | -2% | -4% | ?
COc1ccc(CCNC(=O)c2ccc3c(c2)nc2n3CCCCC2)cc1OC | · | 8% | ?
Cc1sc(NC(=O)CN2C(=O)NC3(CCCC3)C2=O)nc1-c1ccc(F)cc1 | -4% | · | ?
CCCNC(=O)NC(=O)COc1ccc(-c2ccc(C#N)cc2)cc1 | 4% | 6% | 7%
Cc1c(CNC2CCC(C)CC2)c(C(=O)O)c(C)n1Cc1ccc(Cl)cc1 (configuration not stated) | · | 5% | ?
COc1ccc(S(=O)(=O)NC(CC(=O)NC2CCCC2)c2ccco2)cc1 (configuration not stated) | -1% | -4% | -20%
O=c1c2cnn(-c3ccccc3)c2ncn1Cc1ccccc1F | -1% | 0% | ?
CC(C)Oc1snc(Cl)c1C(N)=O | 2% | 0% | -22%
NC(=O)CSc1nnc(Cn2c(=O)sc3ccccc32)n1-c1cccc(Cl)c1 | 5% | 6% | -4%
O=C(Nc1ccc2c(c1)OCCO2)C1CCN(C(=O)c2ccccc2)CC1 | 0% | 6% | ?
CCCCOc1ccc(C(=O)Nc2cc(C)c(OCC(=O)N3CCOCC3)c(C)c2)cc1 | 6% | 1% | ?
COc1ccc(Cl)cc1NC(=O)COC(=O)C1COc2ccccc2O1 (configuration not stated) | · | -4% | 8%
COC(=O)C(Cc1ccccc1)NC(=O)c1cc(=O)[nH]c2ccccc12 (configuration not stated) | -3% | 3% | -8%
CCCc1cnc2c(c1SCc1ccc(C(F)(F)F)cc1)c(=O)n(C)c(=O)n2C | · | 3% | 21µM*
N#Cc1ccc(COc2cccc3cccnc23)cc1 | -7% | -5% | ?
Cc1nc(Cl)c(C(=O)NCc2ccccc2)c(C)c1[N+](=O)[O-] | -15% | · | -2%
O=C(Nc1ccccn1)Nc1ccccc1Cl | -3% | 2% | 10%
COc1ccc(-c2nc3cnc(N4CCN(C)CC4)nc3n(CCc3ccccc3)c2=O)cc1 | -4% | · | -2%
CCCCNC(=O)C(Cc1ccccc1)NS(=O)(=O)c1ccc2c(c1)c(=O)n(C)c(=O)n2C (configuration not stated) | -5% | 1%&5% | -24%&-14%
Cc1nn(-c2ccccc2)c(Cl)c1/C=N/NC(=O)c1[nH]ncc1Br | -27% | -1% | ?
COC(=O)c1sc(N)c(C(=O)OC)c1COC(=O)CNS(=O)(=O)c1cccc(C#N)c1 | -16% | 3% | ?
COC(=O)c1ccc(NC(=S)NC2CC2)cc1 | 6% | 7% | -15%
O=C(COc1ccc(Br)cc1)Nc1ccc([N+](=O)[O-])cn1 | 6% | -1% | -1%
O=[N+]([O-])c1ccc(C(O)C23CN4CN(CN(C4)C2)C3)cc1 (configuration not stated) | -8% | -4% | -6%
COCCNC(=O)C(c1ccco1)N(Cc1ccc(OC)cc1)C(=O)Cn1nnc2ccccc21 (configuration not stated) | 4% | 6% | -16%
CCC(=O)c1ccc(OCC(=O)OCC(=O)c2cc(C)n(CC3CCCO3)c2C)cc1 (configuration not stated) | -12% | 1% | 8%
CCOC(=O)CSc1nc2c(c(=O)n(C)c(=O)n2C)n1Cc1ccccc1F | 8% | 2% | -23%
COC(=O)CCN(Cc1ccco1)S(=O)(=O)c1ccc(F)cc1Br | -6% | 8% | ·
COCCNc1nc2c(S(=O)(=O)c3ccccc3)nnn2c2ccc(Cl)cc12 | · | -2% | ?
Cc1nn(CC(=O)NNC(=O)c2ccc(Br)cc2)c(C)c1[N+](=O)[O-] | · | -3%[56.1 µM] | 0%
CCCCn1cc2c(c1-c1ccc(Cl)cc1)c(=O)n(C)c(=O)n2C | · | 7% | 15µM*
COc1ccc(-n2c(=S)[nH]c3cc(C(=O)NCCCN4CCCC4=O)ccc3c2=O)c(OC)c1 | 3% | 5% | 4%
O=C(Nc1cccc(C(=O)O)c1)/C(=C\c1ccccc1)NC(=O)c1ccccc1Cl | 30% | 5% | 5%
CCOc1cc(C#N)c(NC(=O)c2ccc(OC)c(S(=O)(=O)N3CCN(c4ccccc4)CC3)c2)cc1OCC | · | 5% | ?
Cc1cc(N(CCO)CCO)ccc1C(c1ccc(N(CCO)CCO)cc1C)c1ccccc1Cl | ? | 8% | -7%
Cc1ccc(C2C(C#N)=C(N)N(c3cccnc3)C3=C2C(=O)CCC3)c(C)c1 (configuration not stated) | 5% | -4% | -13%
Cc1ccc(NC(=O)CN2C(=O)N/C(=C/c3cc(C)n(-c4cccc(C(=O)O)c4)c3C)C2=O)cc1 | -12% | · | -2%
Cc1ccc(N2CCN(C(=O)CCc3nc4ccccc4[nH]3)CC2)c(C)c1 | -17% | 0% | ?
CC(Oc1ccc(F)cc1)c1nnc(SCC(=O)N(c2ccccc2)C2CCS(=O)(=O)C2)o1 (configuration not stated) | -6% | -10% | -84%
CC(C)(C)c1ccc(C(=O)NCCn2c(N)c(C#N)c3nc4ccccc4nc32)cc1 | 20% | 1% | 29µM*
COc1ccc(CNC(=O)c2cc(-c3ccc(OC)c(OC)c3)nc3n[nH]c(-c4ccc(C)cc4)c23)cc1 | · | 4% | 5.2µM*
Cc1ccc(NC(=O)C2C(=O)N(C)c3ccccc32)cc1 (configuration not stated) | 3% | 8% | 8%

# Quoted at random: four entries already listed, in no set order.
molecule | N370S GC | TDP1 block | TDP1 cell noCPT
COc1ccc(CNC(=O)c2cc(-c3ccc(OC)c(OC)c3)nc3n[nH]c(-c4ccc(C)cc4)c23)cc1 | · | 4% | 5.2µM*
Cc1ccc(NC(=O)CN2C(=O)N/C(=C/c3cc(C)n(-c4cccc(C(=O)O)c4)c3C)C2=O)cc1 | -12% | · | -2%
Cc1ccc(NC(=O)C2C(=O)N(C)c3ccccc32)cc1 (configuration not stated) | 3% | 8% | 8%
CC(C)(C)c1ccc(C(=O)NCCn2c(N)c(C#N)c3nc4ccccc4nc32)cc1 | 20% | 1% | 29µM*
